PfHsp90 yeast 2: growth inhibition of yeast expressing Plasmodium Hsp90; S. cerevisiae expressing PfHsp90, BacTiter-Glo ATP, 48 h; yeast lacking PDR1 and PDR3 efflux regulators; inhibition, % at 9.4 µM; actives 0.32% (n = 310,000); AID 504621;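 active means every replicate shows inhibition above about 80%, whatever the replicate mean, limit read from the data; inconclusive means mean inhibition reaches the set limit but some replicate falls short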;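 further: 0% = DMSO neutral controls and 100% = 20 µM radicicol positive controls; yeast relying on Plasmodium falciparum Hsp90 in place of its own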
MITF TRPM1 HTS: MITF TRPM1 promoter activation in melanoma cells; SK-MEL-5 TRPM1-promoter luciferase, 24 h; % of positive control, neutral wells = 0; activation, % at 12.5 µM; actives 0.75% (n = 300,000);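 active means mean activation of at least 80% with every replicate also reaching 80%; inconclusive means mean reaches 80% but some replicate falls short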;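 further: 0% = neutral control wells and 100% = parthenolide positive control wells; values of inactives mirror those of a sister screen read the other way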
SR-BI DiI-HDL act: enhances SR-BI lipid uptake from DiI-HDL | CHO ldlA[mSR-BI] cells, DiI-HDL uptake fluorescence, 3 h; 100 = double the neutral-control signal | activation, % at 12.5 µM | actives 0.096% (n = 320,000);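 active means mean replicate activation of at least 60% and every replicate at or above 60%; inconclusive means mean or all-replicate condition met, but not both; inactive means mean below 60% and not all replicates reaching 60%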;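 further: 0% = median plate neutral-control signal and 100% = twice that signal; values of inactives mirror those of a sister screen read the other way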
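Material – SR-BI-overexpressing, LDLR-lacking CHO cells · Medium – BSA-supplemented, HEPES-buffered Ham's F12, pH 7.4 · Doses – single concentration · Times – compound with DiI-HDL co-incubation, 3 h at 37 °C · Measured by – bottom-read fluorescence, 550/595 nm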
SR-BI HDL uptake: inhibitors of mouse SR-BI mediated HDL lipid uptake; actives 0.96% (n = 320,000); inhibition, % at 12.5 µM; ldlA[mSR-BI] CHO cells, DiI-HDL uptake fluorescence, 3 h; Q61009;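 active means mean replicate inhibition of at least 70% and a set share of replicates each scoring 70 or more; inconclusive means meets just one of the two criteria; inactive means fails both criteria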;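 further: 0% = median of neutral control wells and 100% = median of positive control wells; values of inactives mirror those of a sister screen read the other way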
Target sequence (Q61009 whole entry, looked up): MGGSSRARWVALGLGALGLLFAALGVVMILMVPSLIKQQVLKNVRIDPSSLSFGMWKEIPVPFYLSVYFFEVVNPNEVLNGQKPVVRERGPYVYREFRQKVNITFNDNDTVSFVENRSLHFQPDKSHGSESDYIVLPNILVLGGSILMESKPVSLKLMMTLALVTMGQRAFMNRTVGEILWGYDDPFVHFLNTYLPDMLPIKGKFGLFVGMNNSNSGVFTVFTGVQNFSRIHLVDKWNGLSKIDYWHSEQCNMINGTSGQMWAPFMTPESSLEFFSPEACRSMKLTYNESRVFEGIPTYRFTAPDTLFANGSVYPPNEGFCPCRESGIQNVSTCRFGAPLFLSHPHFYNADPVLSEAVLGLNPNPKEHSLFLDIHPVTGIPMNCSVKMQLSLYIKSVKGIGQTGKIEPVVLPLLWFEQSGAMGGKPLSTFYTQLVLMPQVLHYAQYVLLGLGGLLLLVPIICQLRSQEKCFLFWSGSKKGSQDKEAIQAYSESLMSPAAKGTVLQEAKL
PvdQ inh: P. aeruginosa PvdQ acylase inhibition | actives 0.063% (n = 340,000) | purified PvdQ acylase, fluorescence plate reader | inhibition, % at 10 µM; in the data active means inhibition above about 30%, passing the limit was not always enough; inconclusive means no clear call, values can overlap the other calls;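 further: 0% = vehicle neutral wells and 100% = reference inhibitor wells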
CAL PDZ FP-1: blocks peptide binding to the human CAL PDZ domain; AID 602252; Q9HD26; inhibition, % at 24.9 µM; purified CAL PDZ, TMR-peptide fluorescence polarization, 1 h; actives 0.92% (n = 300,000);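 active means mean inhibition of at least 30% with at least half of replicates also reaching 30%; inconclusive means no clear call, values can overlap the other calls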;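 further: 0% = DMSO neutral control and 100% = excess unlabeled competitor peptide PRC23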
dFosB activator: mouse delta FosB homodimer activation. P13346. purified delta FosB, TAMRA-CDK5 oligo fluorescence polarization; percent of positive-control signal above neutral wells. activation, % at 25 µM. actives 0.99% (n = 340,000). AID 493131;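 active means mean activation above about 17%, with every replicate also reaching it, limit read from the data, passing the limit was not always enough; inconclusive means only one of the two conditions met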;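 further: fluorescence polarization rise as delta FosB binds a TAMRA Cdk5 AP-1 oligo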
Rtt109 HAT inh: inhibitors of Candida albicans Rtt109/Vps75 histone acetyltransferase. AID 540336. inhibition, % at 34.9 µM. actives 0.16% (n = 330,000). purified Rtt109/Vps75, ThioGlo CoA-SH fluorescence, 4 h;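 active means inhibition of at least 50% in every replicate; inconclusive means best replicate reaches 50% inhibition but some replicates fall short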
Target sequence (Q5AAJ8 whole entry, looked up): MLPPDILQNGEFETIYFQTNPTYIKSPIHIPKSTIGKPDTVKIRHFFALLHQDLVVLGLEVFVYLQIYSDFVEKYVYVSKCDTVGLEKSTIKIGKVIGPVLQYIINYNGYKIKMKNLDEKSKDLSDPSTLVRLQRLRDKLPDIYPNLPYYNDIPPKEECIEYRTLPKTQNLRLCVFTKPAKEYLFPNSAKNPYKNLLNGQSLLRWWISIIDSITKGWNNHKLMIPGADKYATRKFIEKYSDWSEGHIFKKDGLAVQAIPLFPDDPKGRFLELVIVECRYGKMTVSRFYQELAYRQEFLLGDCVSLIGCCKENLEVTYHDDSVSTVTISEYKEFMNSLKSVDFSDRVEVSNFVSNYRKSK
NSD2 inh: inhibitors of human histone methyltransferase NSD2 | O96028 | AID 743445 | inhibition, % at 12.5 µM | actives 0.54% (n = 310,000) | NSD2 peptide methylation, AlphaScreen, 120 min; in the data active means inhibition above about 50%
CAL PDZ FP-2: human CAL PDZ-peptide interaction inhibition; inhibition, % at 20 µM; purified CAL PDZ, TMR-peptide fluorescence polarization, 1 h; Q9HD26; AID 504414; actives 0.02% (n = 330,000);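 active means highest replicate inhibition of at least 40%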;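 further: plate controls were DMSO neutral control wells for no effect and unlabeled competitor peptide control wells for full effect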
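Material: tagged CAL PDZ domain; buffer or medium: 25 mM sodium phosphate pH 7.4, 150 mM NaCl, TCEP, IgG, Thesit; compound dosing: single point, 20 µM; schedule: 1 h incubation at room temperature before polarization reading; measured by: FP readout, S and P plane fluorescence; read-out basis: percent inhibition from loss of millipolarization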
The depositor's hits bear a star; ? = inconclusive; · = not tested or not shown.

[1] COc1ccccc1N1CCN(c2cc(N3CCCC3)nc(C)n2)CC1
[2] O=S(=O)(c1cnc(Cl)c(Cl)c1)N1CCCc2ccccc21
[3] O=C(CN1C(=O)/C(=C/c2ccccc2)SC1=S)N1CCN(CCc2ccccn2)CC1
[4] O=S(=O)(c1cccc(-c2nnco2)c1)N1CCOCC1
[5] O=C(NCC1CCCO1)c1ccc(COc2ccccc2)cc1 (stereo unspecified)
[6] O=C(O)CC/C(=N\NC(=O)c1ccccc1)c1cccs1
[7] CCN1CCN(CCNC(=O)CCc2c(C)c3c(C)nn(-c4ccccc4)c3n(C)c2=O)CC1
[8] O=C(OCCN1CCOCC1)c1ccc(O)cc1

assay / compound	1	2	3	4	5	6	7	8
PfHsp90 yeast 2	14	-6	-2	-23	-26	·	-14	-7
MITF TRPM1 HTS	11	8	-10	-4	21	15	23	·
SR-BI DiI-HDL act	-67	3	-23	21	4	26	-19	-20
SR-BI HDL uptake	67	-3	23	-21	-4	-26	19	20
PvdQ inh	7	0	-13	-17	-2	-8	-4	-3
CAL PDZ FP-1	0	-4	7	-3	-5	-4	2	3
dFosB activator	-3	-5	0	-7	-10	2	-15	7
Rtt109 HAT inh	·	8	-1	-7	-2	-4	8	-6
NSD2 inh	2	-4	5	-2	-3	2	·	0
CAL PDZ FP-2	-0.1	-0.5	-2.5	0.1	-3.6	1.6	-1.2	0.0

[9] Cn1nnnc1SCC(=O)N1CCCCC1
[10] CN1CCN(C(=O)CN(c2cccc(Br)c2)S(=O)(=O)c2ccccc2)CC1
[11] C#Cc1ccc([C@H]2C=C(C(=O)NCc3nc4ccccc4[nH]3)O[C@@H](OCC)[C@@H]2CCCO)cc1
[12] COc1ccc(OC)c(CCNC(=O)CCn2nc(C)c3c(C)n(-c4ccccc4)nc3c2=O)c1
[13] Cc1ccc(Sc2ncccc2COC(=O)Nc2ccccc2)cc1
[14] COc1ccc(OC)cc1
[15] Cc1cc(OCC(=O)N2CCOCC2)ccc1[N+](=O)[O-]
[16] O=C(NCc1ccco1)c1cc2c(s1)CCCCC2

assay / compound	9	10	11	12	13	14	15	16
PfHsp90 yeast 2	-2	-6	8	29	-6	7	-21	-24
MITF TRPM1 HTS	3	-4	-19	-12	3	-1	31	50
SR-BI DiI-HDL act	·	-3	-14	-14	-11	0	-11	-24
SR-BI HDL uptake	·	3	14	14	11	0	11	24
PvdQ inh	-12	-12	23	-9	-2	15	-12	-16
CAL PDZ FP-1	-6	-13	-6	2	2	-2	-6	-1
dFosB activator	1	-10	6	-1	-4	-6	1	-3
Rtt109 HAT inh	-1	9	-1	-9	-6	16	-5	-6
NSD2 inh	0	-1	·	2	-2	·	-3	-3
CAL PDZ FP-2	-2.6	-0.1	-0.8	0.5	-1.0	0.0	-3.6	-0.6

[17] CCOc1ccc(NC(=O)CN(c2ccc(C)cc2)S(=O)(=O)c2c(C)nn(C)c2C)cc1
[18] COc1cccc(-c2cc(C(=O)N/N=C/c3ccc(OC)c(COC(C)=O)c3)c3ccccc3n2)c1
[19] COc1ccc(N(C(=O)c2cccnc2)S(=O)(=O)c2cccs2)cc1
[20] CC(=O)N1CCc2c(sc(NC(=O)c3ccc4c(c3)OCCO4)c2C#N)C1
[21] C=CCNC(=S)NNC(=O)COc1ccc(Cl)cc1Cl
[22] CC(C)(C)c1ccc(NC(=O)COC(=O)C2(C)CC2(Cl)Cl)cc1 (stereo unspecified)
[23] C=CCc1ccc(OCCOc2cccc3ccc(C)nc23)c(OC)c1
[24] CC(=O)c1ccc(N2CCN(C(=O)c3ccc4ccccc4n3)CC2)cc1

assay / compound	17	18	19	20	21	22	23	24
PfHsp90 yeast 2	-5	-29	9	12	-4	-40	·	-10
MITF TRPM1 HTS	7	2	-13	15	-3	67	13	-14
SR-BI DiI-HDL act	17	-53	15	-70	-10	-13	-17	-9
SR-BI HDL uptake	-17	53	-15	?	10	13	17	9
PvdQ inh	-11	-10	5	3	-2	2	-8	5
CAL PDZ FP-1	2	-5	-2	·	-6	-2	·	·
dFosB activator	-8	1	5	-9	-1	-5	-16	7
Rtt109 HAT inh	2	-21	-7	4	2	1	-3	-7
NSD2 inh	0	0	1	·	2	-2	-5	-2
CAL PDZ FP-2	-3.4	-3.1	-0.9	0.0	-0.6	-0.2	-3.6	0.3

[25] C=CCOc1ccc(/C=N/O)cc1Cl
[26] Cc1ccc(NC(=O)c2cccc(NC3=NC4CS(=O)(=O)CC4S3)c2)cc1 (stereo unspecified)
[27] COC(C[C@H](O)CC(=O)[C@@H](C)OCc1ccccc1)OC
[28] COc1cccc(NS(=O)(=O)c2ccc3c(c2)CCCN3C(C)=O)c1
[29] Nc1ccc(Sc2cnn(-c3ccccc3)c(=O)c2Cl)cc1
[30] O=C(CCCn1c(SCc2cc(=O)n3ccccc3n2)nc2ccccc2c1=O)NCC1CCCO1 (stereo unspecified)
[31] COc1cc(C(=O)NCCc2cn3ccccc3n2)cc(OC)c1OC
[32] CC1(C)C(=O)C2(C(=O)NCc3ccccc3)CCC1C2 (stereo unspecified)

assay / compound	25	26	27	28	29	30	31	32
PfHsp90 yeast 2	5	13	·	3	-12	-18	-12	-31
MITF TRPM1 HTS	-16	·	4	-3	-12	2	-5	10
SR-BI DiI-HDL act	-5	-3	6	0	-5	5	13	-3
SR-BI HDL uptake	5	3	-6	0	5	-5	-13	3
PvdQ inh	17	-15	-9	8	-10	3	-2	-17
CAL PDZ FP-1	-2	-6	-4	-3	-6	0	5	-3
dFosB activator	-1	-1	4	-2	0	-4	-3	-6
Rtt109 HAT inh	-9	-5	6	15	0	-5	10	1
NSD2 inh	-2	·	·	-3	2	0	·	2
CAL PDZ FP-2	-1.0	-0.6	-0.9	-3.3	-0.6	-0.2	-0.4	·

Four entries picked at random from the list so far, as already listed:
[32] CC1(C)C(=O)C2(C(=O)NCc3ccccc3)CCC1C2 (stereo unspecified)
[30] O=C(CCCn1c(SCc2cc(=O)n3ccccc3n2)nc2ccccc2c1=O)NCC1CCCO1 (stereo unspecified)
[27] COC(C[C@H](O)CC(=O)[C@@H](C)OCc1ccccc1)OC
[25] C=CCOc1ccc(/C=N/O)cc1Cl

assay / compound	32	30	27	25
PfHsp90 yeast 2	-31	-18	·	5
MITF TRPM1 HTS	10	2	4	-16
SR-BI DiI-HDL act	-3	5	6	-5
SR-BI HDL uptake	3	-5	-6	5
PvdQ inh	-17	3	-9	17
CAL PDZ FP-1	-3	0	-4	-2
dFosB activator	-6	-4	4	-1
Rtt109 HAT inh	1	-5	6	-9
NSD2 inh	2	0	·	-2
CAL PDZ FP-2	·	-0.2	-0.9	-1.0

(more compounds)
nr | SMILES | PfHsp90 yeast 2 | MITF TRPM1 HTS | SR-BI DiI-HDL act | SR-BI HDL uptake | PvdQ inh | CAL PDZ FP-1 | dFosB activator | Rtt109 HAT inh | NSD2 inh | CAL PDZ FP-2
33 | COc1ccc(NC(=O)C2CCC(=O)N2S(=O)(=O)c2ccc(C)cc2)cc1Cl (stereo unspecified) | -16 | 2 | 9 | -9 | -9 | -5 | -6 | 0 | 0 | -0.6
34 | O=C(CCOc1ccccc1)Nc1cccc([N+](=O)[O-])c1 | -12 | -1 | 16 | -16 | -12 | -2 | -3 | · | -1 | -1.6
35 | CN(C)C1=NCC(CSC(=N)N)S1 (stereo unspecified) | -16 | 11 | 25 | -25 | 1 | 6 | -7 | -326 | 3 | -0.1
36 | O=C(Cc1cccs1)Nc1ccccc1F | 2 | -8 | 8 | -8 | -12 | -1 | -4 | -2 | 18 | 0.6
37 | c1ccc(Cn2ncc3c(N4CCCCC4)ncnc32)cc1 | 2 | 19 | 0 | 0 | -20 | 1 | 2 | 0 | -4 | -0.6
38 | COC(=O)c1ccc(NC(=O)COC(=O)C2CC(=O)N(Cc3ccccc3)C2)cc1 (stereo unspecified) | 1 | -2 | -4 | 4 | 11 | -4 | -5 | 5 | -1 | -5.9
39 | O=C(N/N=C/c1cc([N+](=O)[O-])ccc1N1CCNCC1)c1ccc([N+](=O)[O-])cc1 | 18 | -84 | -36 | 36 | -13 | 25 | -4 | -5 | -2 | -2.6
40 | Cc1ccc(S(=O)(=O)N(C)CC(=O)Nc2cccc3c2CCCC3)cc1 | 12 | -11 | 2 | -2 | -16 | -4 | 0 | 1 | 1 | -1.7
41 | COc1cc(/C=C2\SC(=S)N(CC(=O)NC(C)(C)C)C2=O)cc(OC)c1OC | · | -1 | -27 | 27 | -5 | -7 | -6 | 1 | -4 | -2.4
42 | COc1cc2c(cc1OC)CN(C(=O)c1ccc([N+](=O)[O-])o1)CC2 | 27 | -35 | -7 | 7 | 9 | -4 | -1 | -4 | 10 | 0.3
43 | c1ccc(Cn2nnc3c(NCCN4CCOCC4)ncnc32)cc1 | 7 | 3 | 30 | -30 | 7 | 2 | -3 | 0 | -3 | -0.5
44 | O=C(O)c1c2c(nc3ccc(S(=O)(=O)N4CCC(C(=O)NC5CCCCCC5)CC4)cc13)CCCC2 | 5 | 7 | 9 | -9 | 7 | -3 | -10 | -3 | 8 | 3.1
45 | CC1(C)OC(C(N)=O)C(C(N)=O)O1 (stereo unspecified) | · | · | 22 | -22 | -11 | 11 | -3 | -3 | -3 | ·
46 | COc1ccc(-n2cnnc2SCC(=O)N(C)c2ccccc2)cc1 | 12 | · | · | · | -9 | 0 | -2 | -1 | -5 | -3.2
47 | CCS(=O)(=O)c1nc(S(=O)(=O)c2ccc(Cl)cc2)c(NCCN2CCOCC2)s1 | 15 | -4 | 18 | -18 | -22 | · | -4 | -15 | -8 | -1.6
48 | COc1cc(/C=N/NC(=O)c2ccncc2)ccc1OC(C)=O | -18 | 12 | 12 | -12 | -14 | 1 | -3 | 0 | 0 | -0.8
49 | COc1ccc(CC(=O)N(Cc2ccccc2)c2cccc(C)c2)cc1OC | 9 | 17 | 16 | -16 | 3 | -2 | -3 | 15 | 0 | -2.7

Source: PubChem BioAssay
